# Source: PubChem BioAssay (several laboratories)
# PolyA inhibitor – yeast polyadenylation inhibition; S. cerevisiae SKY197-pL101 polyadenylation reporter, beta-gal luminescence; efflux-impaired pdr1/pdr3 knockout yeast; score 100 = 6 SD above DMSO; calls only at 12 µM; 300,000 compounds, 0.02% hits;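 active = lowest replicate activity score at least 50, where 100 means six control SD above control mean; inconclusive = lowest score under 50 but half or more replicates reach 50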;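 note: yeast exposed to compound for 9 h at 30 °C; higher score means more reporter readthrough which indicates perturbed polyadenylation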
# HSP90 inh – inhibitors of HSP90 luciferase refolding in rabbit reticulocyte lysate | luciferase refolding luminescence, 3 h | 290,000 compounds, 0.91% hits | inhibition, % at 5.6 µM;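 active = inhibition above the screen-wide mean plus 3 SD, computed separately per campaign, cut at about 16% in these data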;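 note: 0% = DMSO wells and 100% = 60 µM geldanamycin wells; inhibitors lower the luminescence because luciferase stays unfolded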
# Platelet DG rel – modulates dense granule release in human platelets | human platelet-rich plasma, SFLLRN dense granule ATP release, luminescence | inhibition, %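 (compounds screened at 7.5 µM in platelet-rich plasma)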 | 300,000 compounds, 0.22% hits | AID 1663;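 active = mean replicate score, as percent of positive control, at or above 50; inconclusive = mean below 50 but at least one replicate at or above 50; inactive = mean and every replicate below 50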
# GSK3 alpha inh – blocks human GSK-3 alpha kinase; inhibition, % at 10 µM; 320,000 compounds, 0.1% hits; ADP-Glo luminescence, 60 min;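 in the data active = inhibition above about 50%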;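 note: GST-tagged GSK-3 alpha with peptide substrate and 25 µM ATP; 0% = DMSO neutral wells and 100% = GW8510 positive control wells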
# Target sequence (P49840 whole entry, looked up): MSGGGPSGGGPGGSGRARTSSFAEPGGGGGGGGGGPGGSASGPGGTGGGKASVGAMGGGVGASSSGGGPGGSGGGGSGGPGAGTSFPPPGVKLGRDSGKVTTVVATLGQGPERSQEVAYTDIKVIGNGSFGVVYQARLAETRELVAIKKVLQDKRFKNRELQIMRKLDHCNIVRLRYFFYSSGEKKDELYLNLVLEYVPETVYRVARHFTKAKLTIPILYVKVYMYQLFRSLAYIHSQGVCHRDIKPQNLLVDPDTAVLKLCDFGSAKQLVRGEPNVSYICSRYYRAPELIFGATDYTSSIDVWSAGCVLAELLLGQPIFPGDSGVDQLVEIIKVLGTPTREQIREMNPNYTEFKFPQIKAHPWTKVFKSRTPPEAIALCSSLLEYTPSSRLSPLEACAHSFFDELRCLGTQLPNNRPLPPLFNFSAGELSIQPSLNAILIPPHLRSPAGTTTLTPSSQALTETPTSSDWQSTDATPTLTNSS
# AI-2 QS mod – modulators of Vibrio harveyi AI-2 quorum sensing system; Vibrio harveyi JMH597 AI-2 luminescence/OD600 ratio, 9 h; active compounds read low; strain lacks LuxN and CqsS sensors; 0 = neutral-control median; 300,000 compounds, 0.4% hits; activity change, % at 7.5 µM; in the data active = activity change below about -75%, passing the limit was not always enough; inconclusive = no clear call, values can overlap the other calls;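 note: luminescence divided by OD600 gain over 9 h not by final OD600 alone; inactives centre near 13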
# Dyrk1A ADPGlo – inhibitors of rat Dyrk1A kinase; 310,000 compounds, 0.43% hits; ADP-Glo luminescence, NFATc1 peptide; Q63470; AID 504441; inhibition, % at 12.5 µM; in the data active = inhibition above about 50%;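 note: plate controls were vehicle with enzyme for no effect and no enzyme for full effect; many of its hits are not listed in these tables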
# HSF-1 act – increases HSF-1 driven luciferase reporter signal. NIH3T3-HGL HSF-1 luciferase reporter, MG132, 8 h; 100% = twice DMSO control signal. 300,000 compounds, 1.7% hits. activation, % at 9 µM. AID 504408;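 active = mean replicate activation of at least 50% with a set share of replicates each reaching 50%; inconclusive = only one of those two conditions met; inactive = mean below 50% and too few replicates reaching it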;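 note: 0% = median of the neutral control wells and 100% = twice that signal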
# HSF1 inhib – HSF1 inhibition | NIH3T3-HGL HSE-luciferase, MG132-induced, luminescence 8 h; active compounds read low | 300,000 compounds, 0.77% hits | activity change, negative = inhibition, % at 7.5 µM (by protocol);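 active = more than half of replicate wells show activity change below -50%, luminescence cut by over half; inconclusive = some wells, but at most half, below -50%; inactive = no replicate well below -50%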;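 note: luciferase reports HSF-1 transcriptional activity via heat shock element; 0% = median of DMSO wells and -100% = zero luminescence signal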
# HDAC3 inhib – inhibitors of human histone deacetylase 3. O15379. recombinant HDAC3, fluorogenic peptide/trypsin coupled, fluorescence. 320,000 compounds, 0.15% hits. inhibition, % at 8.3 µM; in the data active = inhibition above about 26%, passing the limit was not always enough; inconclusive = no clear call, values can overlap the other calls
# Target sequence (O15379 whole entry, looked up): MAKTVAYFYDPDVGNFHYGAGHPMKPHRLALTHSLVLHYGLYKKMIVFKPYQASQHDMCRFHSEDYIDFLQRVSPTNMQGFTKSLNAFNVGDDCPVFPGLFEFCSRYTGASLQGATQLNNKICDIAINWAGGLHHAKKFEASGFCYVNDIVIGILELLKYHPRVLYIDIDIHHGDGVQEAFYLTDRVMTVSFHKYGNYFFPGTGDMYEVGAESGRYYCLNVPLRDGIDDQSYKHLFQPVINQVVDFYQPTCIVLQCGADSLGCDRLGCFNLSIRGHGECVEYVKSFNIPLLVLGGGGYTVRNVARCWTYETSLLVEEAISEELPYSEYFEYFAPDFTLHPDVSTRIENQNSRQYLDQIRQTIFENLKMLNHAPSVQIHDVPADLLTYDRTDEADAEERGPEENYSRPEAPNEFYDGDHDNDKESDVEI
# GSK3B inh – blocks human GSK3beta kinase activity. GST-GSK3beta kinase, ADP-Glo luminescence, 60 min; active compounds read low. activity score (negative = inhibition), % at 10 µM. 300,000 compounds, 0.038% hits. AID 2097;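 active = more than half of replicate wells score below -50%, meaning over 50% inhibition versus plate controls; inconclusive = some replicates but at most half score below -50%; inactive = no replicate scores below -50%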;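 note: 0% = median DMSO wells and -100% = median GW8510 positive control wells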
#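 test system = GST-tagged human GSK3beta kinase, cell-free | reagent = 25 µM ATP with peptide substrate | dosing = one dose of 10 µM per compound | schedule = 60 min reaction, RT | detection = luminescent ADP-Glo measurement of ADP formed | control set = DMSO neutral wells and GW8510 at 20 µM as positive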
# * hit, by the source's call; i = inactive; ? = inconclusive; . = not tested or not shown. The list is partial, so the mix of outcomes need not match the whole.
SMILES,PolyA inhibitor,HSP90 inh,Platelet DG rel,GSK3 alpha inh,AI-2 QS mod,Dyrk1A ADPGlo,HSF-1 act,HSF1 inhib,HDAC3 inhib,GSK3B inh
Clc1cccc(Cl)c1NC1=NCCC1,i,1,-10,0,-8,-2,-11,-1,7,-3
C=CCc1cc(C)ccc1OCCOCCN1CCN(C)CC1,i,1,-5,-1,.,4,22,4,-6,.
O=C(N=C1SC2CS(=O)(=O)CC2N1c1ccc(Br)cc1)C1CCCO1 (centres undefined),i,1,-6,-1,0,0,5,-8,9,2
COc1ccc2[nH]c(=O)c(C(c3nnnn3C(C)(C)C)N(Cc3ccco3)CC3CCCO3)cc2c1 (centres undefined),i,-1,-8,-1,12,0,7,6,0,2
CC/C(=N/N=C(\CC)c1ccccc1)c1ccccc1,i,2,21,-3,2,-7,8,-5,-5,2
Cc1nn(-c2ccccc2)c(C)c1C(=O)OCC(=O)N1c2ccccc2NC(=O)C1(C)C,i,-2,2,-2,20,6,-13,-8,3,-1
CC(NC(=O)C12CC3CC(CC(C3)C1)C2)c1ccc(F)cc1 (centres undefined),i,1,-15,1,5,-4,-3,-10,0,-2
COc1ccc(C2=NN(C(=O)CSc3nnc(C)c(=O)n3N)C(c3ccco3)C2)cc1 (centres undefined),i,5,-2,-1,2,.,-6,9,4,-4
COc1ccc(/C(C)=N/Nc2nc3ccccc3n3cnnc23)cc1OC,i,2,-2,-2,19,.,-6,-11,6,0
O=C(NCCOc1cccc(Cl)c1Cl)c1cc(-n2cnnc2)ccc1Cl,i,4,1,-1,14,0,2,0,-1,-4
Cc1ccccc1NC(=O)c1ccc2ccccc2c1,i,-2,-1,-7,8,2,18,8,-3,2
CN1/C(=C\C(=O)COC(=O)c2ccc([N+](=O)[O-])o2)C(C)(C)c2ccccc21,i,-4,?,-3,17,8,33,7,9,6
Clc1ccccc1-c1nc(-c2ccc(Br)o2)no1,i,3,2,-1,6,-4,42,10,-3,3
CCCN(CCC)S(=O)(=O)c1ccc(C(=O)Nc2nnc(-c3cccc(OC)c3)o2)cc1,i,-4,-2,-3,23,-4,-11,-7,-6,1
CCc1nnc(NC(=O)Cn2c(=O)oc3ccccc32)s1,i,-1,4,-2,-7,9,5,3,4,-1
Cc1ccc(S(=O)(=O)N2CCN(CC(=O)N3CCOCC3)CC2)cc1,i,-2,-9,1,8,.,-8,-8,-1,1
CC(=O)c1ccc(-c2nc3ccccc3n2C)o1,i,0,-3,7,31,9,47,19,-67,-6
CC12CCC(C[N+](C)(C)C1)C2(C)C (centres undefined),i,3,2,1,10,5,-9,-6,5,3
Cc1ccc(OCCC(=O)OCC(=O)c2c(N)n(C)c(=O)n(C)c2=O)cc1,i,.,-2,0,6,8,3,1,-1,-1
O=C(NCc1cn2ccccc2n1)c1ccc2c(c1)OCO2,.,5,-13,-1,12,4,.,.,-5,-1
Cc1c(C(=O)Nc2ccc(S(=O)(=O)NCC3CCCO3)cc2)cccc1[N+](=O)[O-] (centres undefined),i,10,3,-7,23,-5,-2,0,1,-3
Cc1cc(NS(=O)(=O)c2ccc(NC(=O)CSc3nc4sc(C(=O)O)c(C)c4c(=O)[nH]3)cc2)no1,i,-4,2,17,6,1,5,-3,6,-1
CC(=O)c1cccc(CN2CCC(C(=O)Nc3cccc(-c4ccn[nH]4)c3)CC2)c1,i,-1,-6,8,27,3,9,-2,-3,2
CCOc1cc(S(=O)(=O)NCCc2ccc(OC)c(OC)c2)c(OCC)cc1-n1cnnn1,i,5,0,1,20,-6,-1,-11,2,-1
CC(Sc1nc2cc([N+](=O)[O-])ccc2n1-c1ccc(F)cc1)C(=O)NCc1ccc2c(c1)OCO2 (centres undefined),i,-2,3,1,21,-13,31,22,2,2

# Shown field by field: entries from further up
> Cc1c(C(=O)Nc2ccc(S(=O)(=O)NCC3CCCO3)cc2)cccc1[N+](=O)[O-] (centres undefined)
  PolyA inhibitor = i; HSP90 inh = 10; Platelet DG rel = 3; GSK3 alpha inh = -7; AI-2 QS mod = 23; Dyrk1A ADPGlo = -5; HSF-1 act = -2; HSF1 inhib = 0; HDAC3 inhib = 1; GSK3B inh = -3

> Cc1ccc(OCCC(=O)OCC(=O)c2c(N)n(C)c(=O)n(C)c2=O)cc1
  PolyA inhibitor = i; HSP90 inh = .; Platelet DG rel = -2; GSK3 alpha inh = 0; AI-2 QS mod = 6; Dyrk1A ADPGlo = 8; HSF-1 act = 3; HSF1 inhib = 1; HDAC3 inhib = -1; GSK3B inh = -1

# New compounds follow.
SMILES,PolyA inhibitor,HSP90 inh,Platelet DG rel,GSK3 alpha inh,AI-2 QS mod,Dyrk1A ADPGlo,HSF-1 act,HSF1 inhib,HDAC3 inhib,GSK3B inh
CC1CC(C)CN(C(=O)C2CCCN(S(=O)(=O)c3cccc4nonc34)C2)C1 (centres undefined),i,-1,-14,-1,-10,-4,3,2,4,0
Cc1ccc(C)c(NC(=O)CSc2nc3nc(-c4cccs4)cc(C(F)(F)F)c3c(=O)[nH]2)c1,i,0,-4,-1,18,-5,4,14,-18,-2
O=C(NCCNC(=O)c1cnccn1)c1cccc(Cl)c1,i,3,-6,1,18,13,-5,-2,-1,-3
CCCOc1cccc(OCCSc2nc(C)cc(=O)[nH]2)c1,i,-1,15,-1,17,6,11,12,-1,3
C#CCNC(=O)C1=C[C@H](c2ccc3c(c2)OCO3)[C@@H](CCCO)[C@H](OCC)O1,i,4,-6,-3,-9,-4,5,-6,2,-3
CN(C(=O)COC(=O)c1ccc2c(c1)OCO2)C1CCS(=O)(=O)C1 (centres undefined),i,-4,0,-1,9,-8,-2,-3,-1,3
COc1ccc(N/N=C(C)/C(=N/O)C(=O)Nc2ccccc2)cc1,i,-1,-6,1,11,22,30,5,8,1
CC(C)N1CCN(Cc2cccn2-c2nccs2)CC1CCO (centres undefined),i,3,6,3,32,-4,-4,5,2,4
CCc1noc(C)c1C(=O)Nc1cc(S(=O)(=O)N2CCOCC2)ccc1OC(C)C,i,.,18,1,-1,6,-2,0,-3,1
O=C(O)/C=C/C(=O)Nc1ccc(OC(F)(F)Cl)cc1,i,0,4,0,17,-2,-27,-17,-10,5
CC1=CN2C(=N)/C(=C/c3ccc(Sc4ccc(C)cc4)o3)C(=O)N=C2S1,i,-1,-6,-2,11,-4,29,2,5,2
N#CC1=C(N)Oc2ccc3ccc(O)cc3c2C1c1ccsc1 (centres undefined),i,5,4,.,18,77*,9,2,.,-1
CCN(CC(=O)Nc1ccc2c(c1)OCCO2)C(=O)C(C)Oc1ccc(Cl)cc1 (centres undefined),i,.,-10,3,16,-9,-7,-6,6,-2
CCN(CCNC(=O)C1CCC(=O)N1Cc1ccc(C)cc1)c1ccccc1 (centres undefined),i,-4,-20,-4,19,-4,12,0,2,-6
CC(=O)c1c(C)[nH]c(C(=O)COC(=O)c2cc(S(=O)(=O)N(C)c3ccccc3)ccc2Cl)c1C,i,3,-10,-1,13,0,0,1,3,-1
CCc1ccc(CNC(=O)CCCC(=O)n2nc(C)c3ccccc32)cc1,i,-11,3,1,11,2,3,-1,-4,-1
O=C(O)C1=C[C@H](c2coc3ccccc3c2=O)C[C@H](OCCCCO)O1,i,4,3,-2,14,2,3,4,-3,1
Cc1ccc(N(C(=O)CNC(=O)c2ccco2)C(C(=O)NCC2CCCO2)c2ccccc2)cc1C (centres undefined),i,-5,-11,0,-16,-4,0,2,-1,4
Cc1ccc(N(C(=O)CCC(=O)Nc2cc(C)on2)C(C(=O)NC2CCCC2)c2ccccc2)cc1 (centres undefined),i,-1,-2,2,5,-5,-16,6,1,2
c1ccc(-c2nnc(-c3ccccn3)s2)nc1,i,35*,-11,1,46,9,.,20,5,-6
O=C(O)c1cccc2cc(-c3ccccc3)oc(=O)c12,i,-2,2,-1,11,7,-56,-41,-24,-1
COC(=O)CNC(=O)Cn1cnc2sc(C)c(S(=O)(=O)N3CCC(C)CC3)c2c1=O,i,5,2,-3,3,-6,22,-4,.,-3
O=C(CN1C(=O)S/C(=C\C=C\c2ccccc2)C1=O)NC1CCS(=O)(=O)C1 (centres undefined),i,-1,-3,-1,32,3,21,16,1,0
CC(C)NC(=O)Nc1ccc(Br)cc1Cl,i,-2,0,2,42,-2,19,1,-3,0
CCn1ccc(C(=O)Nc2c(C)nn(Cc3c(F)c(F)c(F)c(F)c3F)c2C)n1,i,0,?,-1,7,0,7,4,-3,4

# (continued)
SMILES,PolyA inhibitor,HSP90 inh,Platelet DG rel,GSK3 alpha inh,AI-2 QS mod,Dyrk1A ADPGlo,HSF-1 act,HSF1 inhib,HDAC3 inhib,GSK3B inh
CCc1ccc(-n2cc(-c3ccc([N+](=O)[O-])cc3)[nH]c2=S)cc1,i,-1,-3,-4,2,-1,?,32,1,1
O=C(c1cccnc1)C1CCCN(Cc2nc(Cc3ccccc3)no2)C1 (centres undefined),i,0,-2,-2,29,-5,34,-3,-5,-26
COc1ccc(NS(=O)(=O)/C=C/c2ccccc2)cc1,i,0,-21,-2,20,2,13,-5,6,7
C#CC(C)(CC)NC(=O)c1cc2cccc(CC=C)c2oc1=O (centres undefined),i,1,4,-2,20,-5,9,10,-11,-1
O=C(CSc1ccccc1)Nc1cccc(S(=O)(=O)N2CCCC2)c1,i,-2,-4,3,47,8,0,9,-1,2
O=C(O)c1cccc(C(=O)Nc2cccc(NC(=O)C3CCCO3)c2)c1 (centres undefined),i,10,21,24,5,0,-13,-8,1,-7
Cc1nnc(NCc2ccccc2)c2ccccc12,i,0,7,5,0,3,4,2,0,1
CCN=C1SC(CC(=O)Nc2ccccc2OCC)C(=O)N1CC (centres undefined),i,1,-6,1,23,-1,-1,-3,-2,3
Cc1ccc(-c2csc(NC(=O)c3cccc(N4C(=O)CCC4=O)c3)n2)o1,i,0,9,-1,10,10,-5,-1,-1,-3
CC(C)Cn1c(=S)[nH]c2cc(C(=O)O)ccc2c1=O,i,2,-3,2,15,12,.,.,0,4
N#CC(C#N)=C1C=CC=CN1/C(=C\c1ccco1)C(=O)c1ccccc1,.,-1,.,1,.,63*,.,.,1,.
O=C(NCc1ccccn1)c1nn(-c2ccccc2)c(=O)c2ccccc12,i,-4,10,-2,21,10,-8,-8,-10,1
C#Cc1ccc([C@@H]2C=C(C(=O)N3CCOCC3)O[C@H](OCc3ccc(CO)cc3)C2)cc1,i,.,-4,3,0,2,-3,5,6,-3
O=C(CSCc1ccccc1Cl)N/N=C/c1ccco1,i,0,-2,3,15,1,15,-7,-1,-1
CCc1ccc(NC(=O)CN2CCCN(S(=O)(=O)c3ccc(F)cc3)CC2)cc1,i,1,-1,1,17,4,8,7,-3,-3
COC(=O)c1cccc(NC(=O)c2cccnc2)c1,i,8,-3,1,12,16,5,3,-4,0
CC(Nc1nc(-c2cccnc2)nc2ccccc12)c1ccc(F)cc1 (centres undefined),i,1,1,3,12,62*,20,10,-4,1
